# Screens: PubChem BioAssay, several laboratories
# MazEF act = activators of E. coli MazEF toxin-antitoxin RNase, primary screen, biochemical, fluorescence, uHTS; Endoribonuclease toxin MazF (Escherichia coli (strain K12)), P0AE70; 350,000 tested, 0.32% active; FAM/BHQ RNA-DNA oligo cleavage fluorescence, 5 h; activation, % at 20 µM; AID 504720, 2011; in the data active = activation above about 50%
# Rv3671c protease = Rv3671c serine protease inhibitors, primary screen, biochemical, fluorescence polarization, M. tuberculosis H37Rv | inhibition, % at 5.96 µM | 320,000 tested, 0.048% active | AID 2606, 2010; in the data active = inhibition above about 38%;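 also: extracellular domain of Rv3671c used as enzyme; 0% = enzyme with DMSO and 100% = no enzyme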
# SSB-PriA inh = inhibitors of Klebsiella pneumoniae PriA binding to SSB C-terminal tail, primary screen, biochemical, AlphaScreen | AlphaScreen SSBct-PriA binding, biotinylated peptide | 430,000 tested, 0.6% active | inhibition, % at 33 µM; in the data active = inhibition mostly above about 37%, no sharp cut-off; inactive = mostly below about 20%;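 also: plate controls were negative control peptide for no effect and reference peptide for full effect; strong numbers were not always called active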
# BH1578 lux ind = inducers of Vibrio cholerae quorum light production without autoinducers, primary screen, BH1578 luxS cqsA deficient, single point; V. cholerae BH1578 lux reporter, luminescence, 6 h; activation, % at 18.7 µM; 350,000 tested, 0.16% active; in the data active = activation mostly above about 9.7%, no sharp cut-off; also: not every result past the cut was called active; inactives centre near 0; reference of the scale not given here
# SARS 3CLpro inh = SARS-CoV 3CLpro protease inhibitors, primary screen, biochemical, quenched FRET; Replicase polyprotein 1ab (Severe acute respiratory syndrome coronavirus), P0C6X7; recombinant SARS-CoV 3CLpro, quenched FRET peptide cleavage; inhibition, % at 6 µM; 290,000 tested, 0.14% active; in the data active = inhibition above about 12%
# Y pestis TopoI = Yersinia pestis topoisomerase I inhibitors, primary screen, biochemical, cleavage product accumulation, plate reader, single point | DNA topoisomerase I (Yersinia pestis CO92) | Y. pestis Topo-I cleavage product accumulation | activity, % at 10 µM | 360,000 tested, 0.064% active | AID 504884, 2011; in the data active = activity above about 50%, passing the limit was not always enough; also: inactives centre near 2
# PrPC TRFRET = inhibitors of human cell surface prion protein PrPC, primary screen, cell-based, TR-FRET; Major prion protein (Homo sapiens), P04156; TR-FRET read-out; inhibition, % at 13.8 µM; 370,000 tested, 0.43% active; AID 720596, 2013; in the data active = inhibition above about 24%; also: 0% = median of the test wells and 100% = reference compound wells
# VHR inh abs = VHR1 phosphatase inhibitors, primary screen, biochemical, absorbance, uHTS; recombinant VHR phosphatase, pNPP absorbance; Dual specificity protein phosphatase 3 (Homo sapiens), P51452; inhibition, % at 13.3 µM; 290,000 tested, 0.52% active; in the data active = inhibition above about 50%; also: some compounds called inactive have numbers as strong as hits
# TcdB inh = TcdB glycohydrolase inhibitors, primary screen, biochemical, single point, plate reader | TcdB glycohydrolase enzymatic assay | inhibition, % at 9.99 µM | 350,000 tested, 0.24% active | AID 652162, 2013; in the data active = inhibition above about 10%
# Target sequence (P18177 whole entry, looked up): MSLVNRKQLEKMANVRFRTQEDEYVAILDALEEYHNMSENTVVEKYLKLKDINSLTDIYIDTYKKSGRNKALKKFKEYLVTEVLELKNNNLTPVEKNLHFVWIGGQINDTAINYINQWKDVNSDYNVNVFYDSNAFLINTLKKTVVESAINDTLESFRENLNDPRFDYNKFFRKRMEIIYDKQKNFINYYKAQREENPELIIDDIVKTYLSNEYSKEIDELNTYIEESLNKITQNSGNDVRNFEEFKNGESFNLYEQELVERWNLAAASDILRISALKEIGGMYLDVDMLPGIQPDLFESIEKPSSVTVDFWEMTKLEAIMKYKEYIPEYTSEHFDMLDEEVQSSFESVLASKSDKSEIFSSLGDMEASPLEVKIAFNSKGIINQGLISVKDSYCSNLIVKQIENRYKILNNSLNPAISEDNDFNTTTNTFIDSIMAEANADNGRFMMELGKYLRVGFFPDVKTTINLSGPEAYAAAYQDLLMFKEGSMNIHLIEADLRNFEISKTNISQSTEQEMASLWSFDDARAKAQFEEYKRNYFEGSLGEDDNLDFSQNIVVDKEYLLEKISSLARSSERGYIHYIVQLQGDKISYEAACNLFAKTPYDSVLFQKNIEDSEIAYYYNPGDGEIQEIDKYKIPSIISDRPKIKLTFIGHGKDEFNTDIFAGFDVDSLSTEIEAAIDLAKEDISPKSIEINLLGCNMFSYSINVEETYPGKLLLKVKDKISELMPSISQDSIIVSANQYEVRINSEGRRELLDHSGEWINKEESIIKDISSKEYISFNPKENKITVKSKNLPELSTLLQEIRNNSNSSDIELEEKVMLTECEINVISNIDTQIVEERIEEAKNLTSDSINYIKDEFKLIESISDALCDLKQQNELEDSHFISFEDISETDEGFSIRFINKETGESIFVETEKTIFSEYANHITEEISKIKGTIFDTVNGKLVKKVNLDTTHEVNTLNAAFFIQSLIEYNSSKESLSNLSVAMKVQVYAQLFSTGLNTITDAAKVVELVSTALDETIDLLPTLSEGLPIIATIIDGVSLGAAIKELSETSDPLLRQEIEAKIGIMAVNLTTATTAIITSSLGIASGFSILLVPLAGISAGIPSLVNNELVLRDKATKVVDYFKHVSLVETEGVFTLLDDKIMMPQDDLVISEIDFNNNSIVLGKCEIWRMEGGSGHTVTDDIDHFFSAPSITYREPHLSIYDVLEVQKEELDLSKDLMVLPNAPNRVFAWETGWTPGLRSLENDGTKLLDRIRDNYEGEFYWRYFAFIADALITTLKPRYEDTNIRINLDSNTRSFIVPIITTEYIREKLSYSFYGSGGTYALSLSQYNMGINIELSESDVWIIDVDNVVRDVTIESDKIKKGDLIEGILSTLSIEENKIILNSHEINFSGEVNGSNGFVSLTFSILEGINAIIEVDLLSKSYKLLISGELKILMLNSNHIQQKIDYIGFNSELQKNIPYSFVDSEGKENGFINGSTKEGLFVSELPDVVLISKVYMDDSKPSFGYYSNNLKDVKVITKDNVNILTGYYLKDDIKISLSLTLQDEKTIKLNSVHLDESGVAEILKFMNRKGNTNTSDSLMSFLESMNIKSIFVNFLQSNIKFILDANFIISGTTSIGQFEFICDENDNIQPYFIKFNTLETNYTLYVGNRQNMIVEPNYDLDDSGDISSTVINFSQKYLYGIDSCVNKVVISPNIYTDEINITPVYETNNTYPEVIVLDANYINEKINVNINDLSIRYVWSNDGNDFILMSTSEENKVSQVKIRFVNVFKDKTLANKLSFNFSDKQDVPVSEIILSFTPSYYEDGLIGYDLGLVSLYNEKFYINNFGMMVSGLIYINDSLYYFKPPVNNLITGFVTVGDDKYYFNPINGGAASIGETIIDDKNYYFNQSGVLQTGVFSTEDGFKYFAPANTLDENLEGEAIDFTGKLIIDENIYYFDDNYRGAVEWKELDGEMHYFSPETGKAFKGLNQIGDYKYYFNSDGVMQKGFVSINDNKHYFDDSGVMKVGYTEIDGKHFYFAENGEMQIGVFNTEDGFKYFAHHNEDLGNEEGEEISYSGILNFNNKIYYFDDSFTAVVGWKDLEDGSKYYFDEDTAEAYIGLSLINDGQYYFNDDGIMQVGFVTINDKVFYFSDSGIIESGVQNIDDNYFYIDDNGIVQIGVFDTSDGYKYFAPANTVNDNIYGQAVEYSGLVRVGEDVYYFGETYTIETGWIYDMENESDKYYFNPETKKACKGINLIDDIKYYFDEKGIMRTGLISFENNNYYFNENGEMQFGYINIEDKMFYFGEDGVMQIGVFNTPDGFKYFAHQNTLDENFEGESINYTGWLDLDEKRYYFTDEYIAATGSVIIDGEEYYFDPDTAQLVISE
# CCHF vOTU inh = CCHFV vOTU protease inhibitors, primary screen, biochemical, Pep-AMC substrate, fluorescence. 370,000 tested, 0.55% active. Crimean-Congo hemorrhagic fever virus L polyprotein viral ovarian tumor (vOTU) protease …. inhibition, % at 11.5 µM; in the data active = inhibition above about 30%; also: 0% = vehicle wells with enzyme and 100% = no enzyme wells
# * hit, by the source's call; i = inactive; nt = no result given; & = joins results of further samples. Only part of the results is shown. The share of hits here may be higher or lower than overall.
SMILES,MazEF act,Rv3671c protease,SSB-PriA inh,BH1578 lux ind,SARS 3CLpro inh,Y pestis TopoI,PrPC TRFRET,VHR inh abs,TcdB inh,CCHF vOTU inh
CC(NC(=O)CC1CCCCC1)c1ccccc1 (configuration not stated),5.8,1.2,-27.8,0.5,2.5,-7.8,-6.8,14.8,0.3,-8.8
COC(=O)c1cn(-c2ccc(F)cc2)c(=O)c2ccccc12,1.4,6.9,-19.7,-0.5,1.9,-10.7,-5.8,14.5,2.9,3.5
O=c1c2[nH]c3ccccc3c2ncn1Cc1ccccn1,7.1,-5.4,-7.5,nt,-1.1,-12.9,16.3,39.7,nt,-5.9
O=C(Nc1ccnn1C1CCN(C/C=C/c2ccccc2)CC1)C1CCCC1,-6.9,-1.5,-9.5,i,-3.8,-6.2,-4.9,6.2,1.9,0.8
C=CCNC(=O)c1c(N)n(-c2ccc3c(c2)OCO3)c2nc3ccccc3nc12,9.9,-2.6,0.0,-0.7,-9.4,-9.4,-6.0,27.9,nt,-0.9
COP(=O)(OC)c1nc(-c2cccc3ccccc23)oc1N1CCOCC1,-0.7,2.2,-5.9,-0.4,4.4,34.8,-2.5,20.9,nt,-340.7
O=C(NNC(=S)NC(=O)c1ccc(Br)cc1)c1ccc([N+](=O)[O-])cc1,-9.3,3.4,0.2,0.7,4.2,-3.5,-6.0,8.1,4.3,10.6
COc1cccc(NC(=O)CN2CCC(NC(=O)c3ccccc3C)CC2)c1,0.3,nt,nt,-1.6,nt,6.6,-3.9,nt,0.3,-10.1
C[C@H](CO)N1C[C@H](C)[C@H](CN(C)C(=O)C2CC2)OCc2cnnn2CCCC1=O,7.5,nt,nt,-0.3,nt,1.2,-0.4,nt,-0.4&1.3,5.8
CCCCn1c(=O)c(CCC(=O)OCC(=O)NC(=O)NCCOC)nc2ccccc21,-2.0,2.0,-14.0,-0.2,2.2,8.2,-4.7,16.0,3.0,-15.2
O=C(N/C(=C\c1ccc(Br)cc1)C(=O)N1CCOCC1)c1ccc(Br)o1,1.5,-7.9,-6.1,-4.0,-2.5,14.9,-2.1,33.9,1.6,5.1
COc1ccc2cc(Br)ccc2c1CC(=O)NCCCN1CCOCC1,3.3,-0.4,-4.9,-0.6,nt,-5.8,-2.7,nt,-1.4,-10.3
COc1ccc(-n2ccnc2SCC(=O)NCc2ccc(F)cc2)c(OC)c1,-4.1,10.7,-0.5,-0.2,-2.4,11.7,1.7,7.2,0.6,13.0
Cc1ccccc1NC(=O)CN1C(=O)NC(C)(c2ccc3c(c2)OCO3)C1=O (configuration not stated),3.0,-9.1,-8.8,-1.2,0.1,1.9,-1.9,9.0,nt,-7.7
CCC(C(=O)NC1CCCC1)N(C(=O)c1snc(C(N)=O)c1N)c1ccc2c(c1)OCCO2 (configuration not stated),-2.6,7.3,-8.9,-4.2,5.2,14.5,nt,18.8,0.7,nt
COc1ccc(CCNC(=O)c2csc3c2CCCC3)cc1,10.7,-3.2,2.5,i,0.4,-9.2,1.1,9.3,-1.0,2.9
COc1ccc(OC)c(NC(=O)C2CCN(S(=O)(=O)c3ccc4c(c3)CC(C)N4C(C)=O)CC2)c1 (configuration not stated),4.3,-0.2,-2.3,-0.4,5.2,19.9,11.2,14.9,-0.9,17.0
Cc1cccc(C)c1NC(=O)CNC(=O)COC(=O)c1ccc(Cl)s1,-10.4,-1.9,6.8,-2.0,nt,-4.1,-3.3,nt,1.3,8.7
Cc1ccc(C)c(NS(=O)(=O)c2cc(C(=O)NCc3ccccn3)ccc2Cl)c1,0.6,-0.8,13.2,-0.3,1.4,2.3,2.9,32.9,nt,-6.2
Cc1cc(C(=O)NCCc2ccccc2)ccc1[N+](=O)[O-],-6.3,1.9,-2.1,i,-1.8,6.0,-25.8,-12.6,1.2,13.0
COCCCNC(=S)NNC(=S)Nc1ccc(OC)cc1,2.2,2.2,29.5,i,-2.0,2.3,10.3,13.8,-0.4,-2.1
Cc1scc(C(=O)NNC(=S)NCC2CCCO2)c1C (configuration not stated),5.2,-5.5,1.4,i,0.8,-3.3,-3.9,12.3,nt,-1.1
O=C(Nn1cnc2ccccc2c1=O)c1c(F)cccc1F,-1.3,-2.1,-5.6,i,2.2,4.1,-8.1,2.4,1.7,-1.9
CCCCOC(=O)c1ccc(NC(=O)Nc2ccc(OC)c(OC)c2)cc1,1.2,-0.8,21.4,nt,3.4,3.8,2.5,-4.1,nt,-1.5
Cc1ccc(-c2ccc(SCC(=O)c3ccccc3)nn2)cc1,3.7,-9.8,-8.6,-1.5,-4.4,23.5,2.8,8.4,nt,7.1
# Additional records.
SMILES,MazEF act,Rv3671c protease,SSB-PriA inh,BH1578 lux ind,SARS 3CLpro inh,Y pestis TopoI,PrPC TRFRET,VHR inh abs,TcdB inh,CCHF vOTU inh
COc1cc(C(=O)Nc2ccc(C(F)(F)F)cc2)ccc1OCC(=O)N1CCOCC1,4.9,nt,0.4,-0.4,nt,0.3,-3.6,nt,1.0,-9.0
CC1(C)C2([N+](=O)[O-])CN3CC1([N+](=O)[O-])CN(C2)C3c1ccccc1 (configuration not stated),-3.9,-2.6,-14.4,i,-1.7,6.0,-4.3,23.1,nt,-11.8
CC1CN(CCC(=O)Nc2ccc3c(c2)CCC3)CC(C)O1 (configuration not stated),2.6,-7.0,0.6,-0.5,-1.9,0.0,-3.0,17.3,0.5,-9.3
CC1(C)CC(=O)C(C=NCCCn2ccnc2)=C(O)C1,2.5,-4.3,-9.1,-3.8,-3.6,14.2,-10.9,-2.6,nt,13.9
COc1ccccc1NC(=O)CCc1nc2ccccc2s1,7.5,6.0,-13.2,-0.5,0.6,16.3,-1.2,13.9,-1.2,-1.7
Cc1c(C)c(C)c(CN2CCSCC2)c(C)c1C,-2.4,-4.9,-13.1,-0.2,-3.4,-5.0,-4.4,18.6,2.0,-4.4
C/C(=N/NC(=O)C1COc2ccccc2O1)c1ccco1 (configuration not stated),-0.1,-6.9,nt,-0.4,1.2,-1.5,5.7,14.7,-0.5,-8.5
CCCCCSc1cc(OC)c(CCNC)cc1OC,14.1,-5.4,28.6,i,5.4,-11.1,-0.2,13.3,nt,2.5
Cc1ccc(C)c2[nH]c(=O)c(CN(CC3CCCO3)C(=O)NC3CCCCC3)cc12 (configuration not stated),-6.2,-4.3,-18.9,i,-0.7,5.3,-1.4,6.7,nt,-0.4
Cc1ccc(N=C2c3ccccc3C(=O)C2[N+](=O)[O-])cc1C (configuration not stated),11.5,-7.0,-1.4,-0.2,1.1,-1.3,-3.0,41.0,1.3,16.1
CC1CCc2c(sc(/N=C/N(C)C)c2C#N)C1 (configuration not stated),6.1,-2.1,nt,0.6,-1.1,8.9,-1.0,14.4,-0.6,2.4
O=C(Nc1ccc(C(=O)NCc2ccccc2)cc1)C1=CSCCO1,7.6,6.9,-8.2,-2.0,-0.4,-2.1,-5.0,-14.4,1.9,8.0
CCOC(=O)C1(C)CCN1C(=O)c1ccco1 (configuration not stated),nt,nt,nt,-0.4,nt,0.3,-6.9,nt,0.7,-0.2
O=C(COC(=O)c1cncc(Br)c1)NC1CC1,3.9,-1.5,-13.8,i,-0.7,3.5,2.4,3.6,nt,0.2
O=C(N/N=C/c1sc(N2CCOCC2)nc1-c1ccccc1)c1cccc(S(=O)(=O)N2CCOCC2)c1,-70.2,13.8,i,i,4.4,13.4,-11.5,9.0,1.6,5.4
NC(=S)n1[nH]c(-c2ccc([N+](=O)[O-])cc2)c(N=Nc2ccc(O)cc2)c1=O,0.8,-0.6,-3.3,i,-0.4,-0.1,-9.9,23.4,nt,-25.3
O=C(c1ccccc1)C1CC=CCC1C(=O)c1ccccc1 (configuration not stated),6.9,nt,-16.7,-5.7,nt,-10.4,8.3,nt,4.9,13.2
CCCCNc1c(-c2ccc(SC(C)CC)c(OC)c2)nc2ccc(C)cn12 (configuration not stated),-3.2,2.6,26.5,i,nt,31.7,11.7,nt,-0.5,-18.4
O=C(CCl)NC(=O)NC12CC3CC(CC(C3)C1)C2,-6.2,-7.6,-10.8,i,3.0,-0.9,-4.2,8.5,-1.2,-6.8
COC(=O)C(CC(=O)c1ccccc1)CC(=O)c1ccccc1,9.4,5.3,-10.8,0.8,-0.3,11.3,8.2,nt,-1.5,-1.4
COc1ccc(/C=C(/NC(=O)c2ccccc2)C(=O)NC2CCS(=O)(=O)C2)cc1 (configuration not stated),6.5,2.7,0.8,0.8,-2.8,-7.2,-6.9,1.3,1.1,-0.5
CCOc1ccc(/C=N/N(C)c2ccccc2)cc1OC,9.3,4.7,nt,-0.7,-5.2,24.4,2.6,4.2,nt,6.9
COc1ccc(CCNC(=O)C/C(C)=N/NC(=O)C23CC4CC(CC(C4)C2)C3)cc1OC,5.0,11.5,nt,-0.2,3.7,1.9,6.4,-1.6,nt,-4.5
Cc1nc2ccc(NC(=O)c3ccc(S(=O)(=O)N(C)c4ccccc4)cc3)cc2s1,-10.8,-87.0,-5.7,-0.5,0.7,22.7,18.5,-0.5,nt,16.4
OC(c1ccccc1)(c1ccccc1)C1CCNCC1,5.6,6.2,3.6,-0.7,0.9,-5.3,4.1,14.5,0.8,3.4

# Full records as entered above:
# `O=C(CCl)NC(=O)NC12CC3CC(CC(C3)C1)C2` is entered as MazEF act = -6.2; Rv3671c protease = -7.6; SSB-PriA inh = -10.8; BH1578 lux ind = i; SARS 3CLpro inh = 3.0; Y pestis TopoI = -0.9; PrPC TRFRET = -4.2; VHR inh abs = 8.5; TcdB inh = -1.2; CCHF vOTU inh = -6.8
# `Cc1ccc(N=C2c3ccccc3C(=O)C2[N+](=O)[O-])cc1C` (configuration not stated) is entered as MazEF act = 11.5; Rv3671c protease = -7.0; SSB-PriA inh = -1.4; BH1578 lux ind = -0.2; SARS 3CLpro inh = 1.1; Y pestis TopoI = -1.3; PrPC TRFRET = -3.0; VHR inh abs = 41.0; TcdB inh = 1.3; CCHF vOTU inh = 16.1

# Remaining list, next part
SMILES,MazEF act,Rv3671c protease,SSB-PriA inh,BH1578 lux ind,SARS 3CLpro inh,Y pestis TopoI,PrPC TRFRET,VHR inh abs,TcdB inh,CCHF vOTU inh
COc1ccc(/C=C/CN2CCN(Cc3ccccc3)C(CCO)C2)cc1 (configuration not stated),1.7,4.8,-0.2,-0.2,0.6,21.6,-3.8,6.7,0.6,-2.9
COc1ccc(CCNC(=O)c2cnn(-c3ccc(C)c(C)c3)c2NC(=O)c2ccco2)cc1OC,-4.3,0.6,-6.2,-3.2,-0.1,1.6,-4.5,-6.0,nt,-10.0
O=[N+]([O-])c1cc(C(F)(F)F)ccc1Oc1cccnc1[N+](=O)[O-],4.1,2.4,13.1,i,-0.7,-8.2,-7.2,-1.5,nt,-9.8
Cc1ccc(S(=O)(=O)N2CCN(CC(=O)Nc3ccnn3C3CCCC3)CC2)cc1,-9.6,-0.4,-12.0,i,nt,19.6,7.9,nt,0.1,-6.8
O=C(Nc1cccc(S(=O)(=O)C(F)F)c1)c1ccc(S(=O)(=O)N2CCOCC2)cc1,-15.3,-1.8,-2.0&-22.5&-12.0,i,2.1,-12.7,10.6,21.9,nt,12.7
CC(C)c1ccc(NC(=O)C2CC3CCC2C3)cc1 (configuration not stated),8.9,-0.1,-7.2,-0.7,1.2,0.2,13.7,7.9,2.7,-5.0
Cn1c(NN=O)nc2ccccc21,6.7,12.8,18.3,-0.8,-0.3,4.7,19.7,3.1,-13.1,-3.9
